RXFP1 agonist – agonists of human relaxin receptor RXFP1; Q9HBX9; HEK293T-RXFP1 cAMP TR-FRET, 30 min; response scale: percent of porcine relaxin response, buffer zero; Potency, µM (series often up to 57.5 µM), for the others: at the highest dose activation, most hits filed as activators; hit rate 0.3% among 370,000; also: potency is read from the fitted curve at half-maximal effect; % is scaled to controls: 0 for no effect and ±100 for the full control effect; nearly all actives have a fitted effect of over 60% in size; many of its hits are not listed in these tables
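HEK293T cells stably expressing RXFP1 were pretreated with the PDE4 inhibitor Ro 20174, exposed to compounds for 30 min at 37C, lysed, and cAMP was read by TR-FRET. Data normalized to buffer (basal) and 29 nM porcine relaxin (100%).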
USP1-UAF1 inh – inhibitors of human USP1/UAF1 deubiquitinase; AID 743255; hit rate 0.23% among 390,000; Potency, µM (series often up to 57.1 µM), inactives show at the top dose activity change, negative = inhibition, usual class: inhibitors; recombinant USP1/UAF1, Ub-Rhodamine cleavage fluorescence; also: potency is read from the fitted curve at half-maximal effect; % is scaled to controls: 0 for no effect and ±100 for the full control effect; nearly all actives have a fitted effect of over 60% in size; inactives centre near -12
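Step one: compound is pinned into 1nM USP1/UAF1 in HEPES pH 7.8 buffer with TCEP. Step two: 15 min room-temperature incubation. Step three: Ub-Rho (150nM final) starts cleavage, tracked by fluorescence over six one-minute reads.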
Vif-A3F inh – inhibitors of Vif-A3F interaction. Potency, µM (highest dose often 46.1 µM), inactives show at the top dose activity, negative = active. HeLa A3F-eYFP + Vif (tagged APOBEC3F with the HIV-1 protein that degrades it), YFP fluorescence increase. hit rate 0.2% among 390,000; also: potency is read from the fitted curve at half-maximal effect; % of control where 0% means no effect; nearly all actives have a fitted effect of over 65% in size
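HeLa cells stably expressing A3F-eYFP plus Vif, plated and incubated overnight at 37 deg C, then exposed to compounds overnight at 37 deg C. Blocked degradation read as raised yellow fluorescence (Ex 488/Em 500-530).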
LDHA inh – inhibitors of human lactate dehydrogenase A | activity change, % (values are at about 110 or 230 µM) | hit rate 0.15% among 480,000 | purified LDHA, NADH/diaphorase-resazurin fluorescence; active compounds read low; in the data active = activity change below about -30%; inconclusive = mostly about -25% to -30%;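 also: plate controls were DMSO wells for no effect and wells without enzyme for full effect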
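Resorufin fluorescence (ex540/em590), read at 0 and 20 min after diaphorase/resazurin addition, reports the NADH left after a 5 min room-temperature reaction of 2 nM human LDH5 with 0.06 mM NADH and 0.2 mM pyruvate.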
GRP78 ERSR act – induces the endoplasmic reticulum stress response in human glioma cells; U87-MG GRP78 promoter luciferase reporter, 16 h; AID 602332; hit rate 0.02% among 420,000; Potency, µM, without a hit: at the top dose activation, most hits filed as activators; also: potency is read from the fitted curve at half-maximal effect; series mostly up to about 76 µM; % of control where 0% means no effect; nearly all actives have a fitted effect of over 35% in size
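Stably transfected U87-MG glioma cells carrying a GRP78-based luciferase sensor; 16 h compound incubation. Luminescence end-point read 10 min after Bright-Glo addition at room temperature.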
Vif-A3G inh – blocks the Vif interaction with human APOBEC3G | Q9HC16 | HeLa A3G-eYFP + Vif (tagged APOBEC3G with the HIV-1 protein that degrades it), YFP fluorescence, overnight | Potency, µM (series often up to 46.1 µM), for the others: at the top dose activity, negative = active, hits mostly inhibitors | hit rate 0.076% among 410,000;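 also: potency is read from the fitted curve at half-maximal effect; % is scaled to controls: 0 for no effect and ±100 for the full control effect; nearly all actives have a fitted effect of over 60% in size; hits raise eYFP signal because A3G escapes Vif-driven loss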
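HeLa cells stably expressing Vif and C-terminally eYFP-tagged A3G, seeded overnight at 37 deg C, then exposed to compound by pintool overnight at 37 deg C. Rise in yellow fluorescence (Ex 488/Em 500-530, Acumen) marks blocked Vif-driven A3G degradation.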
PI4K2A inh – inhibitors of human PI4K2A; Q9BTU6; purified PI4K2A, ADP-Glo luminescence, 1 h; active compounds read low; activity change, negative = inhibition, % at 76.9 µM; hit rate 0.13% among 420,000; in the data active = activity change below about -50%; inconclusive = mostly about -30% to -49%;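 also: -100% = wells without enzyme as full effect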
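PI4K2A activity was measured by ADP-Glo luminescence: enzyme (4 ug/mL stock) and phosphatidylinositol (1.2 mM stock) in Tris pH 7.5/MgCl2/EGTA/Triton X-100 buffer were reacted with ATP (300 microM stock) for one hour at ambient temperature.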
TrxR1 substrate – substrates of rat thioredoxin reductase 1. purified TrxR1 substrate turnover, NADPH consumption readout. hit rate 0.01% among 390,000. O89049. Potency, µM (titrated, usually from 114 µM), inactives show at the highest dose activity change, negative = substrate turnover; also: potency is read from the fitted curve at half-maximal effect; % is scaled to controls: 0 for no effect and ±100 for the full control effect; nearly all actives have a fitted effect of over 50% in size
Target sequence (O89049 whole entry, looked up): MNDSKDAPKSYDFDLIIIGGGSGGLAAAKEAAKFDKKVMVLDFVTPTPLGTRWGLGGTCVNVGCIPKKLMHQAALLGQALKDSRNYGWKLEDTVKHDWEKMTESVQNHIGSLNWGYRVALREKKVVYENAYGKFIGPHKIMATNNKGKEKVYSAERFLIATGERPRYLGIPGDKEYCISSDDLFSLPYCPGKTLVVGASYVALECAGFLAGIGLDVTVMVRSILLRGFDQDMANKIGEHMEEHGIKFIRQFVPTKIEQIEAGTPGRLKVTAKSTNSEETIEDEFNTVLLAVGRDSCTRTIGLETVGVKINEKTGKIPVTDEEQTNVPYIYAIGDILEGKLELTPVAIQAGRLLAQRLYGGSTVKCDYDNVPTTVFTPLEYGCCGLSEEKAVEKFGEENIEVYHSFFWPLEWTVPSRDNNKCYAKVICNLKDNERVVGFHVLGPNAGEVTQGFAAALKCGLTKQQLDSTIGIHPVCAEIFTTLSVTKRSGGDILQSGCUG
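Rat TrxR1, dispensed at 90 nM, was prereduced with 400 uM NADPH (final) for 5 min at ~22 deg C, then incubated with compound 15 min before 400 uM selenite. A first-read NADPH fluorescence drop versus no-compound background flagged substrates.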
mIDH1 inhibitor – inhibitors of human mutant IDH1 R132H | IDH1-R132H enzyme, NADPH consumption, diaphorase/resazurin fluorescence | hit rate 0.093% among 390,000 | Potency, µM (series often up to 76.6 µM), for the others: at the highest dose activity change, negative = inhibition, hits mostly inhibitors | O75874; also: potency is read from the fitted curve at half-maximal effect; % is scaled to controls: 0 for no effect and ±100 for the full control effect; nearly all actives have a fitted effect of over 65% in size
Target sequence (O75874 whole entry R132H, stated change not applied): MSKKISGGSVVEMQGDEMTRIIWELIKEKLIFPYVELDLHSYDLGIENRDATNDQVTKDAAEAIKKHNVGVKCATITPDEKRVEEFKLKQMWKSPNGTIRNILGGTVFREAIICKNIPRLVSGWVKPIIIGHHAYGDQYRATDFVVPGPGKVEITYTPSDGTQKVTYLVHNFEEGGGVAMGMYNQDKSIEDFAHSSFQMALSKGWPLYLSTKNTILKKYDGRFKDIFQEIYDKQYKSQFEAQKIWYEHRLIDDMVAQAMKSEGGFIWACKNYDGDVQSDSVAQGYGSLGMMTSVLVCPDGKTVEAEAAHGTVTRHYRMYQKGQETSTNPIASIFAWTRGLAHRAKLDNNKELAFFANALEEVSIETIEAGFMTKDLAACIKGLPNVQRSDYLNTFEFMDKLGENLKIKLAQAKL
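IDH1-R132H (0.5 ug/mL) preincubated 30 min with compound, then NADPH (0.016 mM) and alpha-KG (2 mM) added; 80 min at RT, pH 7.5. Remaining NADPH coupled via diaphorase/resazurin to fluorescence (540/590 nm); concentration-response curves normalized to no-enzyme control.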
Active calls of the source: *; ? = inconclusive; / = no result given; & = joins results of further samples; [ ] = remark or other dose. Unless noted, calls follow the shape of the dose curve; as a rule, active = well fitted curve in the direction sought with a large enough effect; inconclusive = small, poorly fitted or top-dose-only effect, or another doubt; inactive = no such curve, though single readings can be large; an effect the other way counts as inactive or inconclusive. Some of the compounds tested; count on the stated rates, not on these rows.

SMILES | RXFP1 agonist | USP1-UAF1 inh | Vif-A3F inh | LDHA inh | GRP78 ERSR act | Vif-A3G inh | PI4K2A inh | TrxR1 substrate | mIDH1 inhibitor
CC1CN2C(c3ccc([N+](=O)[O-])cc3)=CSC2=N1 (stereo not drawn) | -2.2% | -15% | -5% | 0 | -4% | 0% | 1 | 6%[57.1 µM] | 5%
CCn1c(COc2ccc(=O)n(-c3ccccc3)n2)nnc1SCc1ccc(C)cc1 | 0.8% | -11% | 0% | 3 | -5% | 0% | 1 | 4% | 1%
O=C(N/N=C/c1cccc(O)c1)NC1CCCCC1 | 2.7% | -20% | -9% | -4 | 3% | 0% | -11 | -5% | -6%
COc1cc(OC)c(C2Nc3c(C)cccc3-c3cc(C)nn32)cc1OC (stereo not drawn) | ? | -11% | 0% | -1 | -4% | 2% | 0 | 13% | -1%
CCN(CC)C(=O)c1[nH]cnc1C(=O)Nc1ccon1 | 1.1% | -12% | 2% | 2 | -4% | 0% | -3 | 4% | 8%
O=c1c2ccccc2nc2n1CCN2Cc1ccc(Cl)cc1 | 1.8% | -13% | -5% | -5 | 0% | -11% | 0 | 0%[2.29 µM] | 2%
C=CCn1c(SCC(=O)NC2CCCCC2)nnc1-c1sc(N)nc1C | 0.3% | -9% | -19% | 2 | -3% | 0% | -1 | 5% | 8%
O=C(Nc1ccc(S(=O)(=O)Nc2ncccn2)cc1)c1cccc(S(=O)(=O)N2CCCC2)c1 | 0.9% | -6% | 1% | -1 | -1% | 0% | 0 | 0% | 4%
O=C(CNS(=O)(=O)c1c(Cl)cccc1Cl)OCc1csc(-c2ccccc2)n1 | 1.1% | -8% | 2% | -2 | 1% | 1% | 9 | -8% | 6%
COc1ccc2c(c1)c(C(C)=O)c(C)n2CCc1ccc(OC)c(OC)c1 | 1.0% | -20% | 1% | 0&9 | -5% | 1% | -8 | -7% | 0%
COc1ccc(CN2C(=O)[C@@H]3Cc4c([nH]c5ccccc45)C(C)(C)N3C2=O)cc1 | / | / | 7% | -3 | -4% | 0% | 3 | 6%[57.1 µM] | /
CON(c1nc(N(C)C)nc(N(C)C)n1)S(=O)(=O)c1ccccc1Cl | 0.0% | ? | -8% | -1 | -4% | 1% | 10 | 8% | 4%
CC(=O)N1CCN(c2ccccc2NC(=O)COc2cc(C)ccc2C(C)C)CC1 | -2.5% | -22% | -11% | -4 | -3% | -6% | 4 | 7%[57.1 µM] | -22%
O=C(COC(=O)c1ccc(F)c(S(=O)(=O)N2CCOCC2)c1)c1ccc(Br)cc1 | 0.6% | -24% | 6% | -1 | -1% | 2% | -3 | -1% | 4%
COC(=O)c1ccc(CSc2nnc(Nc3ccc(C)cc3)s2)o1 | -2.8% | -24% | -6% | -2 | 1% | -11% | -15 | -30%[57.1 µM] | 9%

The final four records of the section above lead into the next.
SMILES | RXFP1 agonist | USP1-UAF1 inh | Vif-A3F inh | LDHA inh | GRP78 ERSR act | Vif-A3G inh | PI4K2A inh | TrxR1 substrate | mIDH1 inhibitor
CON(c1nc(N(C)C)nc(N(C)C)n1)S(=O)(=O)c1ccccc1Cl | 0.0% | ? | -8% | -1 | -4% | 1% | 10 | 8% | 4%
CC(=O)N1CCN(c2ccccc2NC(=O)COc2cc(C)ccc2C(C)C)CC1 | -2.5% | -22% | -11% | -4 | -3% | -6% | 4 | 7%[57.1 µM] | -22%
O=C(COC(=O)c1ccc(F)c(S(=O)(=O)N2CCOCC2)c1)c1ccc(Br)cc1 | 0.6% | -24% | 6% | -1 | -1% | 2% | -3 | -1% | 4%
COC(=O)c1ccc(CSc2nnc(Nc3ccc(C)cc3)s2)o1 | -2.8% | -24% | -6% | -2 | 1% | -11% | -15 | -30%[57.1 µM] | 9%
COc1ccccc1NC(=O)C(NC(=O)c1ccc(C)cc1)c1ccccc1 (stereo not drawn) | 0.1% | -10% | -10% | 0 | 2% | -9% | 2 | 8% | 8%
COC(CNC(=O)c1ccc(CS(=O)(=O)c2c(Cl)cccc2Cl)o1)OC | -3.4% | -21% | 0% | -6 | 0% | 4% | -4 | 4% | 5%
CCCCOc1ccc(CNC(=O)c2ccc(NC(=O)N3CCCCc4ccccc43)cc2)cc1 | 3.5% | -15% | 3% | -2 | -1% | 0% | -1 | 2%[57.1 µM] | -7%
Cc1cc(C(=O)CCC(=O)NNC(=O)c2ccccc2O)c(C)s1 | 0.3% | 0% | 4% | 5 | -2% | 1% | 0 | 1% | -2%
O=C(C[C@H]1C[C@H](C(=O)N2CCCCC2)[C@@]2(CCc3ccccc3)c3[nH]c4ccc(Cl)cc4c3CCN2C1=O)NCCCn1ccnc1 | / | ? | -1% | 1 | -8% | -24% | 2 | -1% | ?
O=C(CN1CCOc2ccccc21)NCc1cccs1 | -1.6% | -5% | -17% | 1 | -2% | -12% | 1 | 15%[57.1 µM] | 5%
CN(CCC#N)C(=O)Cn1nc(Cc2ccncc2)c2ccccc2c1=O | -0.8% | -7% | -1% | 0 | -1% | 1% | -6 | 2%[57.1 µM] | 3%
CC(=O)Nc1cccc(N=NN2CCCCC2)c1 | 1.2% | 5% | -3% | -10 | 0% | -1% | -1 | 14%[57.1 µM] | -5%
O=c1[nH]c(CN2CCOCC2)nc2cc(Cl)ccc12 | -0.1% | -18% | 13% | -6 | 0% | 2% | 3 | 2%[57.1 µM] | -7%
c1ccc(Nc2c(-c3ccco3)nc3ccccn23)cc1 | 2.2% | -4% | -6% | 2 | 2% | -17% | -3 | 253%[activator] | 5%
O=C(COc1ccc2c3c(c(=O)oc2c1)CCC3)N1CCN(c2ccccc2)CC1 | 3.5% | -9% | -7% | -1 | 5% | -10% | -6 | 5% | 3%
Cc1ccc(NC(=O)CN2C(=O)C3(SCC(=O)N3c3ccc(F)c(F)c3)c3ccccc32)c(C)c1 (stereo not drawn) | 0.2% | -35% | -1% | 1 | -2% | 0% | -2 | -4% | -6%
O=C(COC(=O)c1ccc(Cl)cc1[N+](=O)[O-])NC(=O)c1ccccc1 | 0.0% | -18% | 2% | -10 | 7% | 1% | -1 | 0% | -11%
O=C(Nc1cc(-c2nc3ccccc3s2)ccc1Cl)c1cc2ccccc2o1 | 9.9% | -22% | -2% | -1 | 0% | 2% | 0 | 8% | 2%
CCCS(=O)(=O)c1c(S(=O)(=O)CCC)c2ccc(C(N)=O)cn2c1C(=O)c1ccc(OC)cc1 | 1.6% | -17% | -3% | -1 | -4% | 1% | -2 | 5%[57.1 µM] | -1%
Nc1cc(=O)nc(SCC(=O)Nc2ccc(F)cc2)n1-c1cccc(Cl)c1 | 2.9% | 4% | 3% | 0 | -5% | -3% | -4 | 7% | 0%
Cc1cc(=O)n(Cc2ccccc2)c2ccccc12 | 0.1% | -21% | -13% | -2 | -3% | -23% | 1 | 11% | 1%
CC(C)(C)n1ncc2c(=O)n(CC(=O)N3CCN(c4ccccc4)CC3)cnc21 | 1.2% | 2% | 2% | -4 | 2% | 0% | -3 | -5% | -3%
COc1ccc(C2=Nn3c(nnc3-c3ccccc3)SC2)cc1OC | 8.2% | -1% | -3% | 0 | 0% | -13% | 4 | 2% | 2%
Cc1c(C(=O)N2CCN(S(=O)(=O)c3ccccc3)CC2)oc2ccccc12 | 1.4% | -16% | 14% | -4 | -1% | 0% | -6 | 0% | -1%
O[C@@H]1CN(CC2CCCCC2)[C@@H](c2ccccc2)C[C@H]1n1cc(-c2ccc(F)cc2)nn1 | / | -24% | ? | -11 | 1% | -25% | -6 | / | 0%
CCC(C)(C)NC(=O)C1CC(=O)N(CCc2ccc(F)cc2)C1 (stereo not drawn) | -1.2% | 5% | -1% | -3 | -3% | 2% | 1 | -5%[57.1 µM] | 9%
O=C(CSCc1ccc(Cl)cc1Cl)Nc1ccc(O)cc1C(=O)O | 2.2% | -22% | 4% | -10 | -1% | -5% | 0 | 10% | -5%
CCOC(=O)c1cccc(Nc2cc(C)nc(C)n2)c1 | 1.8% | -2% | -2% | 1 | 0% | 0% | -1 | 4% | 2%
O=C(Nc1ccc(F)cc1F)N1CCCN(c2ccc(C(F)(F)F)cn2)CC1 | 4.3% | 2% | 14% | 3 | -5% | 1% | 2 | 10% | -1%
Cc1ccc(C)c(NC(=O)CSc2nc3ccc(N4C(=O)c5ccccc5C4=O)cc3s2)c1 | -0.9% | -21% | -6% | -1 | -2% | 0% | -6 | -11% | 3%
Cc1cc(C)c2cc(N)c(Cl)nc2n1 | / | / | / | 3 | -2% | -1% | 3 | / | /
COc1ccccc1C(=O)N/C(=C\c1ccc(Br)cc1)C(=O)N1CCCC1 | 0.7% | 2% | 1% | -13 | -4% | -3% | -3 | 5%[57.1 µM] | 0%
C=CCNC(=O)c1ccccc1NC(=O)c1ccccc1SC | 0.3% | -10% | -9% | 0 | -4% | -6% | -3 | 2%[57.1 µM] | 3%
Cc1ccc2sc(N(Cc3cccnc3)C(=O)Cc3ccccc3)nc2c1C | 0.6% | -12% | -2% | 1 | -4% | -1% | 1 | 4%[57.1 µM] | 27%

Bioassay records: PubChem, National Center for Advancing Translational Sciences (NCATS)
